EBNA-1 inhibitor: blocks EBNA-1 binding to DNA; AID 1950; inhibition, % at 14.8 µM; EBNA-1 DNA binding, fluorescence polarization; actives 0.34% (n = 300,000); in the data active = inhibition above about 28%
PAFAH1B3 inh: PAFAH1B3 (human) inhibition. recombinant PAFAH1B3, FP-rhodamine probe, fluorescence polarization. inhibition, % at 3.39 µM. actives 0.28% (n = 340,000). AID 492972;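 active = inhibition above the screen-wide average of all tested compounds plus 3 SD, cut at about 25% in these data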;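 note: 0% = enzyme with DMSO only and 100% = wells lacking PAFAH1B3 protein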
Target sequence (Q15102 whole entry, looked up): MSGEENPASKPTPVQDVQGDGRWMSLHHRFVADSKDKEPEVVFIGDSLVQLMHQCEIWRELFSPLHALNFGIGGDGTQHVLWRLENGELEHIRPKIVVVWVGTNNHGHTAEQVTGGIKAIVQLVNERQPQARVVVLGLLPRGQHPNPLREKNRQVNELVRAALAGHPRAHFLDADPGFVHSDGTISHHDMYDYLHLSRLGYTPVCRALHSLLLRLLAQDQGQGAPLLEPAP
PAFAH2 FP inh: PAFAH2 (human) inhibition; Q99487; recombinant PAFAH2, FP-rhodamine activity probe, fluorescence polarization; inhibition, % at 3.39 µM; actives 0.99% (n = 340,000);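 active = inhibition above the mean over all tested compounds plus 3 SD, cut at about 30% in these data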;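 note: inhibitors block probe labeling of enzyme so polarization drops; 0% = enzyme with DMSO and 100% = wells lacking PAFAH2 protein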
pPAFAH inh: pPAFAH (human) enzyme inhibition; actives 1.5% (n = 330,000); recombinant pPAFAH, FP-rhodamine probe fluorescence polarization; AID 463082; inhibition, % at 3.39 µM; Q13093;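 active = inhibition above the mean inhibition across the screen plus 3 SD, cut at about 25% in these data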;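 note: inhibitors block binding of the rhodamine activity-based probe so polarization drops; 0% = enzyme with DMSO and 100% = wells lacking pPAFAH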
LYPLA1 counter: LYPLA1 (human) inhibition in PME1 counter-screen; O75608; recombinant LYPLA1, FP-Rh probe fluorescence polarization; inhibition, % at 5.9 µM; actives 0.16% (n = 320,000);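 active = inhibition above the mean of all tested compounds plus 3 SD, set per campaign, cut at about 14% in these data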;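 note: inhibitors block serine hydrolase probe labeling of LYPLA1 so polarization falls; 0% = enzyme with DMSO and 100% = wells lacking LYPLA1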
Target sequence (O75608 whole entry, looked up): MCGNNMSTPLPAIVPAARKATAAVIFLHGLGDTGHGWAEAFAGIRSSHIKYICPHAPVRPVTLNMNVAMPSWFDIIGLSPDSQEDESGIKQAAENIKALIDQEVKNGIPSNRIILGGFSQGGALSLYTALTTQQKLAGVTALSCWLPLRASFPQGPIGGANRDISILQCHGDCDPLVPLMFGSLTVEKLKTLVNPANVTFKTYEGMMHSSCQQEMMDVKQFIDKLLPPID
LYPLA2 counter: counter-screen for PME1 inhibitors: inhibitors of human LYPLA2. recombinant LYPLA2, FP-Rh probe fluorescence polarization. inhibition, % at 5.9 µM. actives 0.38% (n = 320,000). AID 2177;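 active = inhibition above the screen-wide mean plus 3 SD, limit set per campaign, cut at about 26% in these data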;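 note: 0% = LYPLA2 with DMSO and 100% = wells lacking LYPLA2 enzyme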
Target sequence (O95372 whole entry, looked up): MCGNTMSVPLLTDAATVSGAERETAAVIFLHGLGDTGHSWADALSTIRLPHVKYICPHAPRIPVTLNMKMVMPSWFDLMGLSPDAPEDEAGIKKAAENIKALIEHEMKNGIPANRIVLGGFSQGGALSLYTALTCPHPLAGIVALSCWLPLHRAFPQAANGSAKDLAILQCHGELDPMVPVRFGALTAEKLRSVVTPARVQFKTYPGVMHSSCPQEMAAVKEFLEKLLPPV
PREPL inh: inhibits the human prolyl oligopeptidase-like enzyme; Q4J6C6; recombinant PREPL, fluorescence polarization activity-based probe; inhibition, % at 5.96 µM; actives 0.68% (n = 320,000); AID 2751; in the data active = inhibition above about 43%;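 note: 0% = enzyme with DMSO and 100% = wells lacking enzyme; many of its hits are not listed in these tables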
PAFAH1B2 FP inh: blocks human PAF acetylhydrolase 1b catalytic subunit 2. P68402. recombinant PAFAH1B2, FP-rhodamine activity probe, fluorescence polarization. inhibition, % at 3.39 µM. actives 1.2% (n = 340,000). AID 492953;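 active = inhibition above the mean of all tested compounds plus 3 SD, cut at about 24% in these data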;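 note: 0% = enzyme with DMSO and 100% = wells lacking PAFAH1B2; many of its hits are not listed in these tables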
Target sequence (P68402 whole entry, looked up): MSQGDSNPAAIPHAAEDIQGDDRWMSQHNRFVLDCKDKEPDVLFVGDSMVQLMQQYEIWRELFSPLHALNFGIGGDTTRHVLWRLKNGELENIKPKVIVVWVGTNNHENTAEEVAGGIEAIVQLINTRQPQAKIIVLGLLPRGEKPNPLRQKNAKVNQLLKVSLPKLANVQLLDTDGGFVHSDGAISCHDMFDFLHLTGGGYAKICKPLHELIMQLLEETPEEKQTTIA
ZTA DNA inh: ZTA (EBV) inhibition in EBNA-1 counter-screen; P03206; ZTA-DNA binding, fluorescence polarization; inhibition, % at 11 µM; actives 0.15% (n = 320,000); AID 2234; in the data active = inhibition above about 33%
Active calls of the source: *. Only part of the results is shown, so the mix of outcomes need not match the whole.

For O=S(=O)(NC1C2CC3CC(C2)CC1C3)c1ccccc1 (stereo not given) the results were PAFAH1B3 inh 5, PAFAH2 FP inh 8, pPAFAH inh 2, LYPLA1 counter 0, LYPLA2 counter -6, PREPL inh -1, PAFAH1B2 FP inh 26* and ZTA DNA inh 0.
Screening Cc1cccc(N(Cc2nnc3n2CCCCC3)C(=O)Nc2ccccc2)c1 returned EBNA-1 inhibitor -12, PAFAH1B3 inh 8, PAFAH2 FP inh 1, pPAFAH inh -2, LYPLA1 counter 3, LYPLA2 counter 5, PREPL inh 7, PAFAH1B2 FP inh 3 and ZTA DNA inh -1.
`Cc1ccc(S(=O)(=O)NC(CC(C)C)C(=O)N2CCCC2)cc1` (stereo not given) gave EBNA-1 inhibitor -5, PAFAH1B3 inh -4, PAFAH2 FP inh -1, pPAFAH inh 0, LYPLA1 counter 3, LYPLA2 counter 6, PREPL inh 14, PAFAH1B2 FP inh 1 and ZTA DNA inh -8.
For Cc1c(O)c(CN2CCCC2)cc2c1oc(=O)c1ccccc12 the results were EBNA-1 inhibitor -3, PAFAH1B3 inh 8, PAFAH2 FP inh -7, pPAFAH inh 5, LYPLA1 counter -1, LYPLA2 counter 2, PREPL inh 24, PAFAH1B2 FP inh 6 and ZTA DNA inh -20.
Screening CCC(NC(=O)C1CCC1)c1ccccc1 (stereo not given) returned EBNA-1 inhibitor -4, PAFAH1B3 inh -4, PAFAH2 FP inh 8, pPAFAH inh -4, LYPLA1 counter 0, LYPLA2 counter -12, PREPL inh 5, PAFAH1B2 FP inh 6 and ZTA DNA inh 9.
`N#CCCN1CCN(C2=NC(=O)/C(=C\c3cccs3)S2)CC1` gave EBNA-1 inhibitor -8, PAFAH1B3 inh -1, PAFAH2 FP inh 0, pPAFAH inh 3, LYPLA1 counter 2, LYPLA2 counter 29*, PREPL inh 22, PAFAH1B2 FP inh 6 and ZTA DNA inh -3.
For NS(=O)(=O)c1ccc(CNC(=O)c2ccc(Cl)cc2[N+](=O)[O-])cc1 the results were EBNA-1 inhibitor -2, PAFAH1B3 inh 4, PAFAH2 FP inh -6, pPAFAH inh 3, LYPLA1 counter 0, LYPLA2 counter -4, PREPL inh 13, PAFAH1B2 FP inh -4 and ZTA DNA inh -21.
`COc1ccc(OC)c(C(=O)Nc2c(O)ccc3ccccc23)c1` gave EBNA-1 inhibitor 9, PAFAH1B3 inh 3, PAFAH2 FP inh 2, pPAFAH inh 7, LYPLA1 counter 2, LYPLA2 counter 5, PREPL inh 0, PAFAH1B2 FP inh 20 and ZTA DNA inh -4.
For CCNC(=S)N/N=C(\C)c1cc2ccccc2o1 the results were EBNA-1 inhibitor -8, PAFAH1B3 inh 3, PAFAH2 FP inh -4, pPAFAH inh -1, LYPLA1 counter -7, LYPLA2 counter 1, PREPL inh -36, PAFAH1B2 FP inh 0 and ZTA DNA inh 5.
`CC(Oc1ccc2c3c(c(=O)oc2c1)CCC3)C(=O)NCCN1CCOCC1` (stereo not given) gave EBNA-1 inhibitor -16, PAFAH1B3 inh 11, PAFAH2 FP inh 4, pPAFAH inh 1, LYPLA1 counter 1, LYPLA2 counter 1, PREPL inh 5, PAFAH1B2 FP inh -3 and ZTA DNA inh -15.
`COCC(=O)N1CCC(Oc2ccc(C(=O)N[C@H](C(=O)OC)C(C)C)cc2)CC1` gave EBNA-1 inhibitor -3, PAFAH1B3 inh 4, PAFAH2 FP inh -4, pPAFAH inh -1, LYPLA1 counter 1, LYPLA2 counter -4, PREPL inh 5, PAFAH1B2 FP inh 1 and ZTA DNA inh -8.
COc1ccc(CNC(=O)CN(C)CC(=O)Nc2ccccc2Br)cc1 was read as PAFAH1B3 inh 7, PAFAH2 FP inh -1, pPAFAH inh -4, PREPL inh -4 and PAFAH1B2 FP inh 5.
`CC1=C(C(=O)Nc2ccccc2C)C(c2ccccc2)NC(=O)N1` (stereo not given) gave EBNA-1 inhibitor 3, PAFAH1B3 inh 3, PAFAH2 FP inh 2, pPAFAH inh 6, LYPLA1 counter 1, LYPLA2 counter 0, PREPL inh 2, PAFAH1B2 FP inh 4 and ZTA DNA inh -10.
For CN1CCN(c2ccc(NC(=O)c3ccc([N+](=O)[O-])o3)cc2Cl)CC1 the results were EBNA-1 inhibitor -12, PAFAH1B3 inh -1, PAFAH2 FP inh 0, pPAFAH inh 3, LYPLA1 counter 0, LYPLA2 counter 3, PREPL inh -3, PAFAH1B2 FP inh 2 and ZTA DNA inh -7.
`COc1ccc(N2CC(C(=O)N3CCN(C)CC3)CC2=O)cc1` (stereo not given) gave EBNA-1 inhibitor 4, PAFAH1B3 inh -2, PAFAH2 FP inh -18, pPAFAH inh 0, LYPLA1 counter -1, LYPLA2 counter -5, PREPL inh -1, PAFAH1B2 FP inh -4 and ZTA DNA inh -3.
`CC(NC(=O)c1ccco1)C1CCCO1` (stereo not given) gave EBNA-1 inhibitor 6, PAFAH1B3 inh 4, PAFAH2 FP inh -3, pPAFAH inh 7, LYPLA1 counter 1, LYPLA2 counter 0, PREPL inh 9, PAFAH1B2 FP inh -4 and ZTA DNA inh 1.
Screening O=C(CN1CCN(C(c2ccccc2)c2ccccc2)CC1)NC(=O)NCc1ccco1 returned EBNA-1 inhibitor -6, PAFAH1B3 inh -3, PAFAH2 FP inh 2, pPAFAH inh 7, LYPLA1 counter 0, LYPLA2 counter 2, PREPL inh 7, PAFAH1B2 FP inh 3 and ZTA DNA inh -18.
Cc1cc(=O)oc2cc(OCC(=O)NCCCN3CCCC3=O)ccc12 was read as EBNA-1 inhibitor -1, PAFAH1B3 inh 4, PAFAH2 FP inh -1, pPAFAH inh 1, LYPLA1 counter 0, LYPLA2 counter 5, PREPL inh 11, PAFAH1B2 FP inh 6 and ZTA DNA inh -3.
For CCN1CCN(C(=S)NCc2ccc(C)cc2)CC1 the results were EBNA-1 inhibitor -1, PAFAH1B3 inh 4, PAFAH2 FP inh -3, pPAFAH inh 3, LYPLA1 counter 2, LYPLA2 counter 4, PREPL inh -6, PAFAH1B2 FP inh 2 and ZTA DNA inh 1.
Screening Cc1nnc(NC(=O)CCCCCN2C(=O)C3C4C=CC(C4)C3C2=O)s1 (stereo not given) returned EBNA-1 inhibitor -4, PAFAH1B3 inh -2, PAFAH2 FP inh 7, pPAFAH inh 4, LYPLA1 counter 1, LYPLA2 counter 2, PREPL inh 1, PAFAH1B2 FP inh 3 and ZTA DNA inh -6.
C/C(=N\NC(=O)C(N)=O)c1ccc2c(c1)OCCO2 was read as EBNA-1 inhibitor 3, PAFAH1B3 inh 1, PAFAH2 FP inh -1, pPAFAH inh -3, LYPLA1 counter -3, LYPLA2 counter -6, PREPL inh 0, PAFAH1B2 FP inh 4 and ZTA DNA inh 9.
Screening CCC1CCCCN1C(=O)CSc1nc2c([nH]c3ccccc32)c(=O)n1C (stereo not given) returned EBNA-1 inhibitor -10, PAFAH1B3 inh 13, PAFAH2 FP inh 1, pPAFAH inh 0, LYPLA1 counter -2, LYPLA2 counter 5, PREPL inh 8, PAFAH1B2 FP inh 6 and ZTA DNA inh -1.
For CCCC(c1nnnn1Cc1ccco1)N1CCN(c2ccccc2)CC1 (stereo not given) the results were EBNA-1 inhibitor -5, PAFAH1B3 inh 10, PAFAH2 FP inh 4, pPAFAH inh 4, LYPLA1 counter -4, LYPLA2 counter -6, PREPL inh 0, PAFAH1B2 FP inh 1 and ZTA DNA inh -5.
`O=C(OCC(=O)c1ccc(Cl)s1)c1ccc2ccccc2n1` gave EBNA-1 inhibitor 16, PAFAH1B3 inh 5, PAFAH2 FP inh 3, pPAFAH inh 24, LYPLA1 counter -7, LYPLA2 counter 2, PREPL inh 7, PAFAH1B2 FP inh -5 and ZTA DNA inh -6.
Screening CC1=NN(C(=O)c2ccc(Cn3nc(C)cc3C)o2)C(O)(C(F)(F)F)C1 (stereo not given) returned EBNA-1 inhibitor 0, PAFAH1B3 inh 0, PAFAH2 FP inh 0, pPAFAH inh 5, LYPLA1 counter 4, LYPLA2 counter -4, PREPL inh 0, PAFAH1B2 FP inh 5 and ZTA DNA inh 0.
Screening CCOc1ccc(S(=O)(=O)Nc2ccc(S(=O)(=O)Nc3cc(OC)ccc3OC)cc2)cc1 returned EBNA-1 inhibitor -3, PAFAH1B3 inh 3, PAFAH2 FP inh -2, pPAFAH inh 14, LYPLA1 counter -2, LYPLA2 counter -1, PREPL inh 5, PAFAH1B2 FP inh -1 and ZTA DNA inh -15.
Screening CCOC(=O)CC1COCCN1Cc1cn(C)nc1-c1ccccc1F (stereo not given) returned EBNA-1 inhibitor 6, PAFAH1B3 inh 2, PAFAH2 FP inh 2, pPAFAH inh 1, LYPLA1 counter 1, LYPLA2 counter 5, PREPL inh 1, PAFAH1B2 FP inh -1 and ZTA DNA inh 15.
Screening CCC(C)C(NC(=O)OCc1ccccc1)C(=O)NCC(c1ccccc1)N(C)C (stereo not given) returned EBNA-1 inhibitor 3, PAFAH1B3 inh 10, PAFAH2 FP inh -3, pPAFAH inh -4, LYPLA1 counter 4, LYPLA2 counter 3, PREPL inh 9, PAFAH1B2 FP inh 3 and ZTA DNA inh -11.
COc1cccc(-n2nnc3c(=O)n(CC(=O)Nc4ccccc4C)cnc32)c1 was read as EBNA-1 inhibitor 4, PAFAH1B3 inh -10, PAFAH2 FP inh -7, pPAFAH inh -3, LYPLA1 counter -4, LYPLA2 counter -1, PREPL inh 7, PAFAH1B2 FP inh -5 and ZTA DNA inh -11.
For Cc1ccccc1NS(=O)(=O)c1nnc(NC(=O)c2ccc(Br)cc2)s1 the results were EBNA-1 inhibitor 6, PAFAH1B3 inh 7, PAFAH2 FP inh 2, pPAFAH inh 3, LYPLA1 counter -3, LYPLA2 counter 1, PREPL inh 7, PAFAH1B2 FP inh 0 and ZTA DNA inh 2.
`CCN(CC)C(=O)[C@H]1C[C@H](CC(=O)NCC23CC4CC(CC(C4)C2)C3)C(=O)N2CCc3c([nH]c4cc(CCC(=O)N(C)C)ccc34)[C@]12C` gave PAFAH1B3 inh 6, PAFAH2 FP inh 11, pPAFAH inh 27* and PAFAH1B2 FP inh 8.
`CC(C)Oc1ccc(C(=O)Nc2c3c(nn2C(C)(C)C)CS(=O)(=O)C3)cc1` gave EBNA-1 inhibitor 7, PAFAH1B3 inh 10, PAFAH2 FP inh -2, pPAFAH inh 6, LYPLA1 counter 4, LYPLA2 counter 6, PREPL inh 2, PAFAH1B2 FP inh 5 and ZTA DNA inh 7.
C/C(=N/NS(=O)(=O)c1ccc(F)cc1)c1ccncc1 was read as EBNA-1 inhibitor 0, PAFAH1B3 inh -1, PAFAH2 FP inh -3, pPAFAH inh 7, LYPLA1 counter 1, LYPLA2 counter 0, PREPL inh 5, PAFAH1B2 FP inh 4 and ZTA DNA inh -1.
For COCCNC(=O)c1ccccc1NS(=O)(=O)c1ccc(Br)s1 the results were EBNA-1 inhibitor 3, PAFAH1B3 inh 5, PAFAH2 FP inh -6, pPAFAH inh -4, LYPLA1 counter -4, LYPLA2 counter -5, PREPL inh -5, PAFAH1B2 FP inh -1 and ZTA DNA inh -6.
Cc1ccc(Cn2c(C)nc3c(c2=O)c2nc4ccccc4nc2n3Cc2ccco2)cc1 was read as EBNA-1 inhibitor -10, PAFAH1B3 inh -4, PAFAH2 FP inh -2, pPAFAH inh -1, LYPLA1 counter -4, LYPLA2 counter -14, PREPL inh -3, PAFAH1B2 FP inh -6 and ZTA DNA inh 5.
Screening C[C@]12c3[nH]c4cc(-c5ccco5)ccc4c3CCN1C(=O)[C@@H](CC(=O)NCCCn1ccnc1)C[C@@H]2C(=O)N1CCOCC1 returned PAFAH1B3 inh 6, PAFAH2 FP inh 7, pPAFAH inh 6 and PAFAH1B2 FP inh 4.

Compound activity as filed in PubChem.
